# FEN1 inhibitor – qHTS Assay for the Inhibitors of Human Flap endonuclease 1 (FEN1); P39748; Recombinant FEN1 flap cleavage, fluorescence, 15 min; Potency, µM (titrated, usually from 114 µM), for inactives: at the top dose activity change, negative = inhibition, hits mostly inhibitors; actives 0.35% (n = 390,000); AID 588795, 2011; further: nearly all actives have a fitted effect of over 65% in size
#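 Read-out was taken twice, immediately and after 15 min, following addition of 50 nM substrate to 10 nM FEN1 that had sat with test compound for 15 min at room temperature. Curves came from a four-parameter Hill model.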
# N370S GC mod – qHTS Assay for Inhibitors and Activators of N370S glucocerebrosidase as a Potential Chaperone Treatment of Gaucher Disease; N370S GC spleen homogenate, 4MU-glucoside fluorescence; Potency, µM (doses to about 59.4 µM), for the others: at the highest dose activity change, negative = inhibition, actives largely listed as inhibitors; actives 0.092% (n = 330,000); AID 2101, 2009;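 further: 0% = full enzyme activity and -100% = no enzyme basal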
# KAT2A inh – qHTS Assay for Inhibitors of GCN5L2; Histone acetyltransferase KAT2A (Homo sapiens), Q92830; GCN5L2 HAT assay, ThioGlo1 CoA-SH fluorescence; Potency, µM (highest dose often 58.9 µM), for inactives: top-dose activity change, negative = inhibition, most hits filed as inhibitors; actives 0.21% (n = 390,000); AID 504327, 2011
# Target sequence (Q92830 whole entry, looked up): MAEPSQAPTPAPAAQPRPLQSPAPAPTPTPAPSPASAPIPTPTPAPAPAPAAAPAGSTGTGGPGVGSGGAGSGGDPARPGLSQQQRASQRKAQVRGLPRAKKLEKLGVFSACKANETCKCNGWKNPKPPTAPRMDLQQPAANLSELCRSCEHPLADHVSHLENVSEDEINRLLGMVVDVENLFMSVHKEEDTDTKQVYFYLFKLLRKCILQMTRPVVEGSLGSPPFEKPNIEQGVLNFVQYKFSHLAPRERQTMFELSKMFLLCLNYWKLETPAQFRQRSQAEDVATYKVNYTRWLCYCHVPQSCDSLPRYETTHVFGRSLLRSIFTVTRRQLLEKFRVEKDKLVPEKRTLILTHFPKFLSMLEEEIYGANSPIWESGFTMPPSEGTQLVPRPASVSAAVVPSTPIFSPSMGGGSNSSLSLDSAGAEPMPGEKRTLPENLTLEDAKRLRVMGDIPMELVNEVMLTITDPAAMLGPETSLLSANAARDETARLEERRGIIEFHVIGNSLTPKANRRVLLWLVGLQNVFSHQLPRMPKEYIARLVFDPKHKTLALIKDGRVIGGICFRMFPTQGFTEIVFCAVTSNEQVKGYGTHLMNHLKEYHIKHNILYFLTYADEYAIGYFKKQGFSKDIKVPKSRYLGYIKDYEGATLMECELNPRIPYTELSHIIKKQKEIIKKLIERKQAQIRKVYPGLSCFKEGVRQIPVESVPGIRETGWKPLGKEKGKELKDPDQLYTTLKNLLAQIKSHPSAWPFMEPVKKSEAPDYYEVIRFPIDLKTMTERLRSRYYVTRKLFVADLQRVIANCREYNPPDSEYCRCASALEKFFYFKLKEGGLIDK
#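 Free CoA generated was detected with ThioGlo1 (50uM) fluorescence at Ex340nm/Em540nm, read immediately and after 20 min at room temperature. Enzyme, 20 nM in HEPES pH 7.5 buffer, saw compounds 15 min before adding 75uM H3(1-25) peptide and 70uM acetyl-CoA.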
# The depositor's hits bear a star; ? = inconclusive; / = no result given. The call rests on the fitted dose curve; in most records, active means well fitted curve in the direction sought with a large enough effect; inconclusive means small, poorly fitted or top-dose-only effect, or another doubt; inactive means no such curve, though single readings can be large; an effect the other way counts as inactive or inconclusive. Unless noted, on the % scale 0 is the no-effect control and ±100 the full control effect; potency means the concentration at half of the fitted maximal effect.
SMILES,FEN1 inhibitor,N370S GC mod,KAT2A inh
CCOC(=O)N1CCN(C(=O)COc2ccc(Cl)cc2)CC1,1%,3%,1%
Cc1cccc(N(C(=O)c2snc(C(N)=O)c2N)C(C(=O)NC2CCCC2)c2ccco2)c1 (stereo not drawn),-3%,?,-8%
CCOc1ccc2c(c1)n([O-])c1c([n+]2=O)CCCC1,0%,4%,-26%
N#Cc1c(-c2c(Cl)cccc2Cl)noc1/C=C/Nc1ccc(C(=O)O)cc1,-3%,-3%,?
CCSc1nnc([C@@H]2CCCN2C(=O)OC(C)(C)C)o1,-4%,9%,-3%
Cc1ccc2nc(N3CCOCC3)c3nncn3c2c1,-5%,13%,0%
CN(Cc1ccccc1)S(=O)(=O)c1nnc(NC(=O)c2ccccc2Cl)s1,2%,/,-11%
CCNC(=S)N(Cc1cc2cccc(C)c2[nH]c1=O)C1CCCC1,-3%,11%,-3%
Cc1ccccc1N=C1NC(=O)/C(=C/c2cccnc2)S1,-11%,1%,-5%
O=C(O)c1ccccc1SCc1ccc2c(c1)OCO2,9%,4%,/
O=C(NCc1ccccc1)C1(C(F)(F)F)C/C(=C\Cc2ccccc2)CCCO1 (stereo not drawn),-22%,10%,/
O=C(NNC(=O)c1ccc(Cl)cc1Cl)c1cccs1,10%,-1%,11%
CN(Cc1cccc(C(F)(F)F)c1)Cc1nc(-c2cnccn2)no1,12%,9%,-17%
CCc1ccc2oc(C(=O)Nc3cccnc3)c(C)c2c1,7%,3%,-7%
CCOc1ccc(C(=O)N(Cc2nc(-c3cccc(C)c3)no2)C(C)C)cc1,3%,/,-4%
Cc1ccc(OCC(=O)Nc2ccccc2C(=O)N2CCCCC2)cc1,-1%,1%,-29%
CC(C)CCNC(=O)CN(Cc1ccccc1Cl)C(=O)CCC(=O)Nc1ccccn1,-5%,0%,-4%
O=S(=O)(Nc1ccc(S(=O)(=O)Nc2ccccc2)cc1)c1ccccc1,-6%,0%,2%
C/C(=N\NC(=O)CCCCCNC(=O)c1ccccc1)c1ccccc1O,2%,-2%,-5%
O=c1cc(O)sc2ccccc12,-1%,6%,-8%
O=C(CSc1ccccc1)N1CCN(C(=O)c2ccco2)CC1,5%,10%,1%
COc1ccc(/C=C/c2cc(C(F)(F)F)on2)cc1,-16%,-12%,-10%
CCN(CC)c1ccc(NC(=O)C2CCCN(S(=O)(=O)c3cccnc3)C2)c(C)c1 (stereo not drawn),-16%,-7%,-7%
O=c1c2cc(Br)ccc2[nH]c(=S)n1Cc1ccccc1,17%,-11%,0%
Cc1c(C(=O)C(=O)NCc2cccs2)c2ccccc2n1C,7%,14%,-4%
Cc1ccc2c(C)c(C(=O)NCCN3CCCC(O)C3)oc2c1C (stereo not drawn),-7%,-4%,-7%
O=C(CSc1nc2ccccc2o1)N1c2ccccc2Sc2ccc(Cl)cc21,-18%,29%,-1%
Cc1cc(C)cc(NC(=O)c2sc3nc4n(c(=O)c3c2C)N=C(c2ccccc2)CS4)c1,6%,/,-2%
CCOC(=O)Nc1ccc(C(N)=O)cc1,-10%,8%,-1%
CCOc1ccc2nc(NS(=O)(=O)Cc3ccccc3)sc2c1,-4%,2%,-4%

# Already shown: two of the compounds above.
SMILES,FEN1 inhibitor,N370S GC mod,KAT2A inh
CCOC(=O)Nc1ccc(C(N)=O)cc1,-10%,8%,-1%
CCOc1ccc2nc(NS(=O)(=O)Cc3ccccc3)sc2c1,-4%,2%,-4%

# Further structures
SMILES,FEN1 inhibitor,N370S GC mod,KAT2A inh
O=C(NCC1CCCO1)c1ccc(CNS(=O)(=O)c2ccc(F)c(Cl)c2)cc1 (stereo not drawn),5%,0%,1%
CCOC(=O)N1CCN(C(=S)Nc2ccc(C)c(C)c2)CC1,1%,-8%,-8%
Cn1ncc(Cl)c1C(=O)N/N=C/c1ccccn1,8%,6%,2%
CCc1c(C)n2nc(C)cc2[nH]c1=O,9%,5%,-4%
O=C(COC(=O)c1ccccn1)NCc1cccs1,-6%,1%,-6%
COc1cccc(Cn2c(C)c(CNCc3ccccc3Cl)c(C(=O)O)c2C)c1,8%,/,0%
O=C1c2nccnc2C(=O)N1c1ccc(F)cc1,3%,-8%,8%
Cc1ccnc(NS(=O)(=O)c2ccc(NS(=O)(=O)c3ccccc3)cc2)n1,16%,18%,-1%
CC(/C=C/c1ccco1)=N/NC(=O)OC(C)(C)C,0%,-5%,-8%
Cn1c(=O)n(CCCO)c(=O)c2c1nc1n2CCCN1Cc1ccccc1,15%,-4%,-3%
CCOC(=O)c1cccc(NC(=O)CSc2ncc3c(n2)-c2ccc(Cl)cc2N(Cc2ccccc2)S3(=O)=O)c1,-10%,/,-27%
O=C(COC(=O)CNC(=O)c1ccccc1)NCc1ccc2c(c1)OCO2,2%,/,0%
CCOc1ccccc1NC(=O)NC1(C(=O)NCc2cccnc2)CCCCC1,-17%,-2%,-2%
CCOc1cc(/C=N/NC(=O)COc2nc(C)cc(COC)c2C#N)ccc1O,-1%,-4%,0%
O=C(Nc1cccc(F)c1)N1CCCC2(CCN(C(=O)c3ccco3)CC2)C1,/,-1%,5%
COc1cc(SC)ccc1C(=O)OCC(=O)NC1CCCCC1,-3%,8%,-19%
COc1ccc(/C=C/C(=O)C(C)(C)C)cc1OC,-13%,-4%,4%
O=C(NCc1ccc(Cl)cc1)C(=O)NCC(c1cccnc1)N1CCN(c2ccc(F)cc2)CC1 (stereo not drawn),-18%,-16%,-5%
Cc1ccc(S(=O)(=O)N(C)Cc2cc3ccccc3[nH]c2=O)cc1,8%,?,-14%
CCOC(=O)N1CCN(C(=O)c2cccn3c(=O)c4cc(Cl)ccc4nc23)CC1,-17%,1%,-6%
O=C(O)c1ccc2c(=O)n(-c3ccccc3F)c(=S)[nH]c2c1,-2%,-1%,0%
O=C(Nc1ccccc1)/C(=C\c1ccncc1)NC(=O)c1ccccc1,-6%,-3%,-6%
COc1ccc(-c2[nH]nc3nc(-c4cc(Br)ccc4OC)cc(C(=O)O)c23)cc1,-2%,/,-2%
Cc1cc(C(=O)Nc2c[nH]c(=O)[nH]c2=O)ccc1[N+](=O)[O-],1%,6%,-6%
CCC1NC(=S)N(C2CCCCC2)C1=O (stereo not drawn),6%,2%,-11%
CC1(c2cnc(Nc3ccccc3)s2)CCC(=O)O1 (stereo not drawn),-6%,16%,/
Cc1ccc(S(=O)(=O)N(C)c2ccc(N)cc2)cc1,-11%,-29%,-1%
COc1ccc(NC(=O)NC(C)C2CC3CCC2C3)cc1 (stereo not drawn),-5%,14%,-3%
CSCCC(NC(=O)OCc1ccccc1)C(=O)NCc1cccnc1 (stereo not drawn),-13%,-2%,-8%
CC1CCN(C(=O)CSc2nnc(-c3cc4ccccc4cc3O)n2Cc2ccco2)CC1,-1%,1%,-11%
COc1ccccc1C(=O)Nc1c(C(=O)Nc2cc(Cl)ccc2C)sc2nc(C)cc(C)c12,9%,/,-1%
Cc1ccc(S(=O)(=O)N[C@@H](Cc2ccccc2)C(=O)N2CCC[C@@H]2C(=O)O)cc1,3%,-27%,14%
COc1cccc(NC(=O)C(NCCc2ccc(S(N)(=O)=O)cc2)c2ccccc2)c1 (stereo not drawn),-14%,-14%,2%
Oc1ccc(/C=N/N=C/c2ccc(O)c(O)c2)cc1O,?,-21%,-5%
Cc1nc(NCCN)c(C#N)c2c1COC(C)(C)C2,2%,0%,1%
CCN1CCCC1CNC(=O)CSc1cc(=O)n(C)c2cc(Cl)ccc12 (stereo not drawn),-13%,1%,-1%
Cc1ccccc1NC(=O)NCCCCc1ccccc1,6%,-1%,-2%
C=CCNC(=S)/C(=C(/[O-])c1ccc([N+](=O)[O-])cc1)[n+]1ccccc1,-7%,12%,-14%
COc1ccccc1NC(=O)COC(=O)C1CC2CCCC(C1)C2=O (stereo not drawn),10%,/,-4%
O=C(N[C@@H](Cc1ccccc1)C(=O)OCc1ccccc1)c1nc[nH]c1C(=O)N[C@@H](Cc1ccccc1)C(=O)OCc1ccccc1,-17%,0%,-10%
O=C(O)CCCCCN1C(=O)C(O)=C(C(=O)/C=C/c2ccccc2)C1c1ccc2c(c1)OCO2 (stereo not drawn),-10%,-15%,-3%
CC(=O)c1ccc(Nc2nc(NCCO)nc(OC(C(F)(F)F)C(F)(F)F)n2)cc1,-14%,0%,-8%
Cc1cc(C(=O)OCC(=O)c2cccs2)ccc1[N+](=O)[O-],13%,-2%,-16%
CCC1Sc2ccc(S(=O)(=O)CCC(=O)Nc3cc(C)ccn3)cc2NC1=O (stereo not drawn),3%,-6%,-8%
O=C(Nc1ccc(F)cc1)c1cccc(N2C(=O)c3ccccc3C2=O)c1,-22%,6%,-11%
O=[N+]([O-])c1ccc(N2CCN(S(=O)(=O)c3ccc4ccccc4c3)CC2)cc1NCc1ccco1,-3%,-13%,-12%
COc1ccccc1/C=C/C(=O)Nc1cccnc1,1%,4%,?
CCC(=O)Nc1ccc(NC(=O)c2oc3ccccc3c2C)cc1,-13%,4%,-5%
COc1ccc(C(=O)O)cc1S(=O)(=O)N(C)CCc1cccnc1,2%,3%,-5%
NC(=S)NNc1ccc(Cl)c(Cl)c1,9%,-9%,-6%
# (listing goes on)
SMILES,FEN1 inhibitor,N370S GC mod,KAT2A inh
COc1ccc(Cc2nnc(NC(=O)c3ccco3)s2)cc1OC,0%,-3%,0%
COc1ccc2nc(NC(=O)CSCC(=O)Nc3cc(C)on3)sc2c1,-5%,1%,-4%
CCCCOC(=O)CSC(=S)N(C)Cc1cccs1,-18%,-3%,-6%
COc1ccc(/[N+]([O-])=C/c2ccco2)cc1,-18%,/,-6%
O=c1ccc(S(=O)(=O)N2CCCC2)cn1Cc1ccc(F)cc1,6%,/,-19%
COc1ccc(CSCC(=O)N/N=C/c2ccc(OCC(=O)NCc3ccco3)cc2)cc1,4%,2%,-8%
COc1ccc(NC(=O)C2CCCN(C)C2)cc1OCC(C)C (stereo not drawn),-1%,7%,5%
Cc1cccc(C)c1NC(=O)Cn1c(=O)n(CCCC(=O)NC2CCN(Cc3ccccc3)CC2)c(=O)c2ccccc21,-1%,-6%,-2%
CCOC(=O)c1ccc(Nc2nc(C)nc3c2nnn3Cc2ccccc2)cc1,10%,0%,-3%
Cc1cccc(-c2nc(SCCCOc3ccc(Cl)c(C)c3)n3[nH]c(=O)cc3n2)c1,-1%,/,-10%
Clc1ncc(CN2CCN(Cc3ccccc3)CC2)s1,10%,1%,3%
COc1cccc(C(=O)N[C@@H](CCSC)c2nc3ccccc3[nH]2)c1,-7%,?,-3%
O=C(Nn1nnnc1Nc1ccccc1)C12CC3CC(CC(C3)C1)C2,-5%,28%,-5%
COC(=O)c1ccc(NC(=O)c2c(-c3ccccc3)c(-c3ccccc3)nn(C)c2=O)cc1,-1%,/,-4%
Cc1noc(C)c1S(=O)(=O)N1CCC(C(=O)N2CCC(C)CC2)CC1,3%,3%,-1%
Cc1cc(C)c(OCCN2CCOCC2)c(Cl)c1,-14%,-3%,2%
CCOC(=O)[C@@H]1[C@H]2COc3ccccc3[C@H]2N2C(=O)N(c3ccc(F)cc3)C(=O)[C@]12C,14%,-3%,-2%
Cc1ccccc1-c1noc(-c2ccc(NCC3CCCO3)c([N+](=O)[O-])c2)n1 (stereo not drawn),-5%,/,-8%
Cc1cc2oc(C(=O)Nc3ccc(S(=O)(=O)N(C)Cc4ccccc4)cc3)cc(=O)c2cc1C,-7%,/,-2%
Cc1cc(C)cc(NC(=O)C2CCN(S(=O)(=O)c3c(C)n[nH]c3C)CC2)c1,-15%,-1%,-6%
O=C(NC1CCCCC1)C(c1ccccc1)N1CCCC1 (stereo not drawn),-8%,7%,-3%

# Structures shown so far containing an NH in an aromatic ring, in the order listed:
SMILES,FEN1 inhibitor,N370S GC mod,KAT2A inh
CCNC(=S)N(Cc1cc2cccc(C)c2[nH]c1=O)C1CCCC1,-3%,11%,-3%
O=c1c2cc(Br)ccc2[nH]c(=S)n1Cc1ccccc1,17%,-11%,0%
CCc1c(C)n2nc(C)cc2[nH]c1=O,9%,5%,-4%
Cc1ccc(S(=O)(=O)N(C)Cc2cc3ccccc3[nH]c2=O)cc1,8%,?,-14%
O=C(O)c1ccc2c(=O)n(-c3ccccc3F)c(=S)[nH]c2c1,-2%,-1%,0%
COc1ccc(-c2[nH]nc3nc(-c4cc(Br)ccc4OC)cc(C(=O)O)c23)cc1,-2%,/,-2%
Cc1cc(C(=O)Nc2c[nH]c(=O)[nH]c2=O)ccc1[N+](=O)[O-],1%,6%,-6%
O=C(N[C@@H](Cc1ccccc1)C(=O)OCc1ccccc1)c1nc[nH]c1C(=O)N[C@@H](Cc1ccccc1)C(=O)OCc1ccccc1,-17%,0%,-10%
Cc1cccc(-c2nc(SCCCOc3ccc(Cl)c(C)c3)n3[nH]c(=O)cc3n2)c1,-1%,/,-10%
COc1cccc(C(=O)N[C@@H](CCSC)c2nc3ccccc3[nH]2)c1,-7%,?,-3%
Cc1cc(C)cc(NC(=O)C2CCN(S(=O)(=O)c3c(C)n[nH]c3C)CC2)c1,-15%,-1%,-6%

# High-throughput results: PubChem, National Center for Advancing Translational Sciences (NCATS)
